DT40 TDP1 no CPT = qHTS for Inhibitors of human tyrosyl-DNA phosphodiesterase 1 (TDP1): qHTS in cells in absence of CPT; DT40 Tdp1-/- hTDP1 cells, no CPT, ATP luminescence, 48 h; Potency, µM (series often up to 46.2 µM), inactives show top-dose activity change, negative = growth inhibition, usual class: inhibitors; actives 15% (n = 420,000); AID 686978, 2013; further: nearly all actives have a fitted effect of over 55% in size
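Chicken DT40 Tdp1-/- cells complemented with human TDP1, screened without camptothecin (DMSO vehicle only), 400 cells/well. Compounds pin-transferred, cells incubated at 37 °C for at least 48 hr. Growth read as ATP-dependent luminescence (CellTiter-Glo, 30 min at RT).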
TDP1 cell CPT = growth inhibition of DT40 Tdp1-/-;hTDP1 cells with camptothecin (screen for TDP1 inhibitors); chicken DT40 Tdp1-/-;hTDP1 cells + 20 nM CPT, ATP luminescence, 48 h; Potency, µM (highest dose often 46.2 µM), for inactives: top-dose activity change, negative = growth inhibition, hits mostly inhibitors; actives 12% (n = 420,000); AID 686979; further: nearly all actives have a fitted effect of over 55% in size
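Chicken DT40 Tdp1-/- cells stably complemented with human TDP1 were seeded at 400 cells/well in medium containing 20 nM camptothecin, exposed to pin-transferred compounds, and grown at 37 °C for at least 48 hr. Viability was read as ATP luminescence.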
TDP1 inh = TDP1 (human) enzyme inhibition; actives 0.28% (n = 350,000); recombinant TDP1, AlphaScreen DNA substrate cleavage; Q9NUW8; AID 485290; Potency, µM (doses to about 130 µM), without a hit: top-dose activity change, negative = inhibition, most hits filed as inhibitors; further: nearly all actives have a fitted effect of over 40% in size
Target sequence (Q9NUW8 whole entry, looked up): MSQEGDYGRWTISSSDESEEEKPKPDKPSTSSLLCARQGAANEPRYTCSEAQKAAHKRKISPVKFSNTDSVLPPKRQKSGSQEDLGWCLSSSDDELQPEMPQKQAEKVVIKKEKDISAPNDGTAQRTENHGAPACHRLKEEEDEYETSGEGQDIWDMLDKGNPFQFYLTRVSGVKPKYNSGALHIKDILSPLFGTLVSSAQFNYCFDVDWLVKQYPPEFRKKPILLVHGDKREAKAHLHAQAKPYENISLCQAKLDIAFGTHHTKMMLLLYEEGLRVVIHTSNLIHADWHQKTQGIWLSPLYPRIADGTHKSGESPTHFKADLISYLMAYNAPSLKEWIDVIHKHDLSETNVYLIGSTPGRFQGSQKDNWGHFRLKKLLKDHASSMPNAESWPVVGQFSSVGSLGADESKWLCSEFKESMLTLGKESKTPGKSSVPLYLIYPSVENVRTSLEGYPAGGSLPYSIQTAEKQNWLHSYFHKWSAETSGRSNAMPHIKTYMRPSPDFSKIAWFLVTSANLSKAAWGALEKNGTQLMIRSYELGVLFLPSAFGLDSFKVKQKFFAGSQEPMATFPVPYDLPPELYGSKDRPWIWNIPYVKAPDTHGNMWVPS
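Here, a 5' biotin and 3' phosphotyrosine-FITC DNA oligonucleotide reports Tdp1 activity: intact substrate bridges AlphaScreen beads, while cleavage leaves a 3' phosphate and drops signal. All incubations at room temperature.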
The depositor's hits bear a star; ? = inconclusive; · = no result given; & = joins results of further samples; [ ] = another dose, or the depositor's remark. The call rests on the fitted dose curve; in most records, active means well fitted curve in the direction sought with a large enough effect; inconclusive means small, poorly fitted or top-dose-only effect, or another doubt; inactive means no such curve, though single readings can be large; an effect the other way counts as inactive or inconclusive. On the % scale 0 is the no-effect control and ±100 the full control effect; potency means the concentration at half of the fitted maximal effect.

SMILES | DT40 TDP1 no CPT | TDP1 cell CPT | TDP1 inh
C[C@H](NC(=O)OCc1ccccc1)c1nnc([C@H](C)NC(=O)OCc2ccccc2)o1 | -7% | -10% | 1%
Cc1cc(C)cc(OC(=O)N2CCOCC2)c1 | 1% | 20% | 2%
CCOc1ccc(NS(=O)(=O)c2ccc(NC(=S)NC(=O)C(C)C)cc2)cc1 | ? | 21µM* | 7%
O=C1Nc2ccc(Cl)cc2C12OCCCO2 | -9% | 22% | 3%
S=C(NCc1ccccc1)Nc1ccc(Oc2ccccc2)cc1 | ? | -15% | ·
C[C@H](NC(=O)c1nc[nH]c1C(=O)N1CCN(C(=O)OC(C)(C)C)CC1)C(=O)OC(C)(C)C | -9% | 7% | -1%
CN(CC(=O)Nc1ccccc1Cl)C(=O)COc1cccc2c1OC(C)(C)C2 | -23% | -17% | ·
COC(=O)c1cn[nH]c1NC(=S)Nc1ccc(Cl)c(Cl)c1 | 25µM* | ? | 2%
O=C(Cn1cnc2cc([N+](=O)[O-])ccc2c1=O)Nc1cccc(S(=O)(=O)N2CCOCC2)c1 | -22% | -9% | 4%
CN[C@H](CC(C)C)C(=O)N[C@H]1C(=O)N[C@@H](CC(N)=O)C(=O)N[C@H]2C(=O)N[C@H]3C(=O)N[C@H](C(=O)N[C@@H](C(=O)O)c4cc(O)cc(O)c4-c4cc3ccc4O)[C@H](O)c3ccc(c(Cl)c3)Oc3cc2cc(c3O[C@@H]2O[C@H](CO)[C@@H](O)[C@H](O)[C@H]2O[C@H]2C[C@](C)(N)C(O)[C@H](C)O2)Oc2ccc(cc2Cl)[C@H]1O (some centres not stated) | -23%&-15% | -6%&27% | ·
C=CCNc1sc(C(=O)c2ccc(Br)s2)c(N)c1C#N | -9% | -21% | -2%
O=C(CN1CCCC1=O)NC1CCCc2c1cnn2-c1cc(F)cc(F)c1 (configuration not stated) | -6% | -5% | 2%
CN(C)S(=O)(=O)c1ccc(C(=O)Nc2nnc(SCc3ccccc3)s2)cc1 | 16% | -3% | -3%
CCn1c(=N)n(CC(=O)c2ccc(Br)s2)c2ccccc21 | ? | ? | 0%
CC(C)(C)OC(=O)C[C@@H]1C/C=C\C[C@H](CC(=O)N[C@H](CO)Cc2ccccc2)C(=O)N[C@@H](Cc2c[nH]c3ccccc23)COC1=O | ? | 26µM* | 2%
Cc1nc2ccccc2cc1OCc1ccc(F)cc1 | 12µM* | 12µM* | -3%
CC1SC(c2ccccc2)N(CC(O)c2ccc([N+](=O)[O-])cc2)C1=O (configuration not stated) | ? | ? | 3%
O=C(NC1=NCCS1)c1cc(Cl)ccc1Cl | 5% | 9% | 4%
O=S(=O)(Nc1cccc(-c2nnco2)c1)c1ccc(F)cc1F | 7% | ? | 9%
C[C@H](CO)N1C[C@H](C)[C@@H](CN(C)C(=O)Nc2ccccc2)Oc2c(NC(=O)Nc3ccc4c(c3)OCO4)cccc2C1=O | ? | 13µM* | 1%
CC(=O)c1c(C)[nH]c(C(=O)Nc2cc(F)ccc2C)c1C | -4% | 9% | -4%
Cc1cccc(NC(=O)N2C3CCCC2CC(NC(=O)C2CC2)C3)c1 (configuration not stated) | -8% | 4% | 1%
CN1CCN(C(=O)c2ccccc2NS(=O)(=O)c2ccc(F)cc2)CC1 | 12% | -21% | 0%
C/C(=N/O)c1cc(C(C)(C)C)c(O)c(C(C)(C)C)c1 | ? | -30% | -3%
Cc1ccc(Cl)cc1NC(=O)COC(=O)CCN1C(=O)C2CC=CCC2C1=O (configuration not stated) | -12% | -4% | -2%
Cc1ccc(NC(=O)Cn2nnc(-c3ccc4c(c3)OCO4)n2)cc1F | -2% | 4% | 4%
COC(=O)c1ccccc1NC(NC(=O)c1ccco1)C(=O)c1ccc(C)cc1 (configuration not stated) | -25% | -21% | 0%
C[C@H]1C[C@H]2[C@@H]3CCC4=CC(=O)C=C[C@]4(C)[C@@]3(Cl)[C@@H](O)C[C@]2(C)[C@@]1(O)C(=O)CO | ? | ? | 0%&-14%
CN(CC(=O)Nc1ccccn1)S(=O)(=O)c1ccc(Cl)cc1 | -11% | 1% | -10%
C=CCC(NCc1ccccc1)c1ccco1 (configuration not stated) | -2% | -5% | -1%
CCS(=O)(=O)n1nc(-c2ccc(C)cc2)nc1N | -18% | -11% | 4%
CCC(=O)N1CCc2cc(S(=O)(=O)NC(C(=O)Nc3cc(OC)cc(OC)c3)C(C)C)ccc21 (configuration not stated) | -16% | -9% | -5%
Nc1nc2ccccc2n1CCOc1ccc(Cl)cc1 | ? | ? | ·
Cc1cccc(CNC(=O)CCCN2C(=O)c3cccnc3Oc3ccccc32)c1 | ? | ? | 1%
Cc1ccc2c(c1)CCCN2C(=O)C1CCCO1 (configuration not stated) | ? | -16% | 2%
CC(C)(C)NC(=O)C(OC(=O)c1cccs1)c1ccc(F)cc1 (configuration not stated) | -17% | -12% | -3%
COCCN(C(=O)COC(=O)c1cc2ccccc2cc1O)c1c(N)n(Cc2ccccc2)c(=O)[nH]c1=O | -21% | -8% | 9%
O=C(COc1nncc2ccccc12)NCCC1=CCCCC1 | ? | 7% | 4%
CCOC(=O)CSc1nc(C2CC2)nc2ccccc12 | -10% | -24% | -3%
CSc1nnc(-c2ccccc2Cl)o1 | -2% | 5% | 5%
Cc1ccc(-n2nc(-c3cccnc3)cc2C(=O)N2CCOCC2)c(C)c1 | -23% | 0% | -7%
C[C@H](CO)N1C[C@H](C)[C@@H](CN(C)Cc2ccc(Oc3ccccc3)cc2)OCc2cnnn2CCCC1=O | -14% | -8% | ·
COc1ccc(NC(=O)CCC(=O)c2ccc(Cl)cc2)cn1 | 9% | -13% | 0%
COc1ccc2[nH]c3c(c2c1)CCN1C(=O)C(CC(=O)NCCCn2ccnc2)C[C@H](C(=O)N2CCOCC2)[C@@]31C (some centres not stated) | -15% | -1% | 1%[56.1 µM]
CCOc1cc2[nH]c(=S)n(CCC(=O)N3CCc4ccccc4C3)c(=O)c2cc1OCC | -20% | -26% | 3%
C[C@H](O)[C@@H]1C(=O)N2CCc3ccc(N4CCN(C)CC4)cc3[C@@H]2C[C@@H]1N(C)C(=O)Nc1cc(Cl)cc(Cl)c1 | -29% | -26% | ·
CCCCNc1nc2c(S(=O)(=O)c3ccccc3)nnn2c2ccccc12 | 1% | 1% | 5%
O=C(COC(=O)c1ccccc1NCCO)NNC(=O)c1cccs1 | ? | -22% | 0%

15 structures from above, sorted by length of the SMILES, low to high.
SMILES | DT40 TDP1 no CPT | TDP1 cell CPT | TDP1 inh
CSc1nnc(-c2ccccc2Cl)o1 | -2% | 5% | 5%
Cc1ccc2c(c1)CCCN2C(=O)C1CCCO1 (configuration not stated) | ? | -16% | 2%
CCOC(=O)CSc1nc(C2CC2)nc2ccccc12 | -10% | -24% | -3%
O=C(COc1nncc2ccccc12)NCCC1=CCCCC1 | ? | 7% | 4%
COc1ccc(NC(=O)CCC(=O)c2ccc(Cl)cc2)cn1 | 9% | -13% | 0%
O=C(COC(=O)c1ccccc1NCCO)NNC(=O)c1cccs1 | ? | -22% | 0%
CC(C)(C)NC(=O)C(OC(=O)c1cccs1)c1ccc(F)cc1 (configuration not stated) | -17% | -12% | -3%
CCCCNc1nc2c(S(=O)(=O)c3ccccc3)nnn2c2ccccc12 | 1% | 1% | 5%
Cc1ccc(-n2nc(-c3cccnc3)cc2C(=O)N2CCOCC2)c(C)c1 | -23% | 0% | -7%
CCOc1cc2[nH]c(=S)n(CCC(=O)N3CCc4ccccc4C3)c(=O)c2cc1OCC | -20% | -26% | 3%
CCC(=O)N1CCc2cc(S(=O)(=O)NC(C(=O)Nc3cc(OC)cc(OC)c3)C(C)C)ccc21 (configuration not stated) | -16% | -9% | -5%
COCCN(C(=O)COC(=O)c1cc2ccccc2cc1O)c1c(N)n(Cc2ccccc2)c(=O)[nH]c1=O | -21% | -8% | 9%
C[C@H](CO)N1C[C@H](C)[C@@H](CN(C)Cc2ccc(Oc3ccccc3)cc2)OCc2cnnn2CCCC1=O | -14% | -8% | ·
COc1ccc2[nH]c3c(c2c1)CCN1C(=O)C(CC(=O)NCCCn2ccnc2)C[C@H](C(=O)N2CCOCC2)[C@@]31C (some centres not stated) | -15% | -1% | 1%[56.1 µM]
C[C@H](O)[C@@H]1C(=O)N2CCc3ccc(N4CCN(C)CC4)cc3[C@@H]2C[C@@H]1N(C)C(=O)Nc1cc(Cl)cc(Cl)c1 | -29% | -26% | ·

Following part:
SMILES | DT40 TDP1 no CPT | TDP1 cell CPT | TDP1 inh
Cc1cccc(C(=O)OCc2cc(=O)n3nc(-c4cccs4)sc3n2)c1 | -25% | -22% | -8%
O=C(COC(=O)c1cc[n+]([O-])cc1)Nc1ccc(Cl)c(C(F)(F)F)c1 | -21% | -26% | -2%
CC(CC(=O)Nc1ccc2c(c1)OCCO2)c1ccccc1 (configuration not stated) | -26% | ? | 3%
CC(C)N1C(=O)C(=O)N(CC(=O)N2c3ccccc3CC2C)C1=O (configuration not stated) | -18% | -21% | ·
CN1C(CCl)Nc2cc(Cl)c(S(N)(=O)=O)cc2S1(=O)=O (configuration not stated) | ? | ? | ·
COc1ccc(-n2nc(C(=O)NCC(=O)NCc3ccc(F)cc3)c3ccccc3c2=O)c(OC)c1 | ? | -11% | 4%
O=C(CNC(=O)c1ccc(OC(F)F)cc1)NCc1ccccn1 | -19% | 4% | ·
Cc1cc(C)[n+]2n1C(=O)C(c1ccccc1)=C2[O-] | 2%&0% | -4%&-3% | 9%&6%
O=C(N/N=C/c1cccs1)/C(=C/c1ccccc1)NC(=O)c1ccccc1 | -2% | 1% | 3%
O=C(COC(=O)CCC(=O)c1cccs1)NC(=O)c1ccc(OC(F)F)cc1 | 3% | 0% | 0%
Cc1c(C(=O)NC2CCCc3ccccc32)oc2ccc(S(=O)(=O)N3CCCCC3)cc12 (configuration not stated) | ? | 0.26µM* | -1%
CCCCOCP(=O)(CC)COCCCC | ? | -17% | 2%
CCC1(c2ccccc2)NC(=O)N(CC(=O)NNC(=O)c2ccc(F)cc2)C1=O (configuration not stated) | -7% | -13% | 5%
CC(C)Nc1nc(NC(C)C)nc(SCCOC(=O)Nc2ccc(Cl)cc2Cl)n1 | ? | ? | 5%
CCNC(=S)NNC(=O)c1cccnc1 | 1% | 1% | 2%
CC(C#N)Sc1ncnc2sc3c(c12)CCC3 (configuration not stated) | -19% | -15% | 4%
COC(=O)CCCCCc1ccc(C(C)=O)s1 | 2% | 7% | -4%
CC(C)NC(=O)C1CCN(C2CCN(C(=O)c3scc4c3CCCC4)CC2)CC1 | ? | ? | ·
O=C(O)c1cccc(COc2ccc3c(c2)CCC3)c1 | -10% | -7% | 1%
O=C1NC[C@H](CCCCN2C[C@H](Cc3ccc(O)cc3)N(CC3CCCCC3)C(=O)C2=O)N(CC2CCCCC2)C1=O | -11% | 2% | ·
N#CCn1cc(/C=N/NC(=O)c2cc3c(ccc4ccccc43)o2)c2ccccc21 | 12µM* | 21µM* | ·
CCCCCCCCN1C(=O)[C@H](CC(=O)NCC23CC4CC(CC(C4)C2)C3)C[C@@]2(C(=O)OC)CCCCC=C12 | ? | ? | ·
CCN1C(=O)C2(C(C#N)=C(N)Oc3c2c(C)nn3-c2ccccc2)c2ccccc21 (configuration not stated) | 16µM* | 18µM* | 10%
C[C@H]1CN([C@@H](C)CO)C(=O)CCCn2nncc2CO[C@@H]1CN(C)C(=O)c1ccncc1 | -2% | 14% | ·
O=C1C2C3CC(C2C(=O)N1c1cccc(Cl)c1)[C@H](O)C3O (some centres not stated) | 0% | -4% | ·
CC(C)(C)C(=O)Nc1ccc(N2CCCC2)cc1 | ? | ? | 1%
Cc1ccc(CCNC(=O)C2CCN(S(=O)(=O)c3ccc4nc5c(c(C(=O)O)c4c3)CCCC5)CC2)cc1 | -27% | -23% | 4%
Cc1c(NC(=O)CSc2nncn2-c2ccccc2)c(=O)n(-c2ccccc2)n1C | -3% | 24% | 2%
Cc1ccc(C(=O)O/N=C2/CC3CCC2(C)[C@@]3(C)CBr)cc1 (some centres not stated) | -25% | ? | ·
COc1ccc(-n2ncc(C(=O)Nc3ccc4c(c3)OCO4)c2C2CCN(C(=O)OC(C)(C)C)CC2)cc1 | ? | ? | 7%
Cc1ccc(NC(=O)CSc2nc(C)c(Cc3ccccc3)c(=O)[nH]2)cc1 | ? | ? | 3%
Cc1ccc(S(=O)(=O)NCCc2nnc3ccc(SCc4ccccc4F)nn23)cc1 | 21µM* | 18µM* | 5%
CCOC(=O)C1CCN(C(=O)Cn2c(=O)oc3cc(S(=O)(=O)N4CCCC4)ccc32)CC1 | -17% | -21% | ·

Screens from PubChem.
